High-throughput results: PubChem, National Center for Advancing Translational Sciences (NCATS)
TSG101-PTAP inh = blocks PTAP/TSG101 interaction to inhibit HIV-1 budding | 340,000 tested, under 10 active | Fluorescence polarization, FITC-PTAP peptide / Tsg101 binding | Potency, µM (series often up to 115 µM), for inactives: at the top dose activity change, negative = inhibition, most hits filed as inhibitors | AID 493005 | Q99816; active means well fitted inhibition curve with a large enough effect in the main read-out, with a control signal flat, not every such curve was filed as active; inconclusive means small, poorly fitted or top-dose-only effect, or effect the other way, or a change in a side signal; inactive means no such curve, though single readings can be large or run the other way; further: potency means the concentration at half of the fitted maximal effect; % of control where 0% means no effect
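FP read-out: FITC-PTAP peptide, 50 nM final, binding Tsg101 binding domain, 10 uM final; 20 min, r.t.; 10 mM HEPES pH 7.5, 0.15 M NaCl, 0.01% Tween 20, 3 mM EDTA, 0.1 mM TCEP.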
USP2a block = USP2a (human) protease inhibition; O75604; USP2 core, Ub-CHOP2 coupled fluorogenic reporter, 485/531; Potency, µM (series often up to 38.3 µM), for the others: top-dose activity change, negative = inhibition, usual class: inhibitors; hit rate 0.01% among 330,000; AID 463254;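 further: potency means the concentration at half of the fitted maximal effect; plate controls were DMSO wells for no effect and full inhibition by NEM control for full effect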
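Deubiquitinase activity read as fluorescence (485/531 nm) after Ub-CHOP2 cleavage activates the enterokinase reporter on its substrate; USP2 core 10nM, Ub-CHOP2 and substrate 25nM each, 30min compound preincubation then 60min RT; data normalized to NEM, curves fitted.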
BCR signal inh = inhibitors of chronic active B-cell receptor signaling; ABC-DLBCL IkBa-CBG/CBR reporter, luminescence ratio, 4 h; Potency, µM (doses to about 46.1 µM), inactives show top-dose ratio change, negative = lower green/red ratio, usual class: inhibitors; hit rate 0.05% among 340,000; AID 493014; active means well fitted inhibition curve with a large enough effect in the signal ratio, with a control signal flat, not every such curve was filed as active; inconclusive means small, poorly fitted or top-dose-only effect, or effect the other way, or a change in a side signal; the % refers to the signal ratio;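 further: potency means the concentration at half of the fitted maximal effect; plate controls were basal doxycycline-induced cells for no effect and cells given 10 µM MG132 for full effect; MG132 reads +100%, hits lower the ratio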
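TMD8 ABC-DLBCL cells carrying doxycycline-inducible green luciferase fused to IkappaBalpha plus unfused red luciferase were exposed to compounds (up to 46 uM) for 4 hrs at 37C. Activity came from the overlap-corrected green/red luminescence ratio.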
Mito fusion act = blocks mitochondrial division or promotes mitochondrial fusion; S. cerevisiae fusion-defective mutant growth rescue, CellTiterGlo 48 h; Potency, µM (titrated, usually from 46.1 µM), for the others: at the top dose growth rescue (activation), most hits filed as activators; hit rate 0.23% among 320,000;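 further: potency means the concentration at half of the fitted maximal effect; % of control where 0% means no effect; nearly all actives have a fitted effect of over 45% in size; temperature-sensitive fusion mutants such as fzo1-1 at 37 °C on non-fermentable ethanol glycerol medium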
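Read-out: ATP-based luminescence (CellTiterGlo, 10 min ambient) reporting growth of fusion-defective ts yeast after 48 hours at 37C on glycerol/ethanol YPEG medium in the presence of compound.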
B2AR arrestin = recruits beta-arrestin to the human beta2-adrenergic receptor. P07550. beta-arrestin recruitment to beta2AR, cell-based reporter. Potency, µM (highest dose often 46.1 µM), inactives show top-dose activation, hits mostly activators. hit rate 0.02% among 330,000. AID 492947;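 further: potency means the concentration at half of the fitted maximal effect; 0% = DMSO controls and full agonism = EC100 isoproterenol or metaproterenol; nearly all actives have a fitted effect of over 65% in size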
Target sequence (P07550 whole entry, looked up): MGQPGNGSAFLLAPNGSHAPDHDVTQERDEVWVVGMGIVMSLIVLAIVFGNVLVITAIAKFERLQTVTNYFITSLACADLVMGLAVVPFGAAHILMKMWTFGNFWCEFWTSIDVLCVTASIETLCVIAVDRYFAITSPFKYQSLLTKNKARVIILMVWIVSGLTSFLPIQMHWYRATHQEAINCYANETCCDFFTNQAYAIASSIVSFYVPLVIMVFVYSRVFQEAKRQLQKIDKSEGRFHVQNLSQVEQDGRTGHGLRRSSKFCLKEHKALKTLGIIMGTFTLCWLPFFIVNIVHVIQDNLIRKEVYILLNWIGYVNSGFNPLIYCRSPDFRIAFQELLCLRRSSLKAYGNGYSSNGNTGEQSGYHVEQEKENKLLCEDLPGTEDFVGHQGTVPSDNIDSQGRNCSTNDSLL
TCR activator = T cell receptor activation; primary human leukocytes, anti-CD3, IL-2 HTRF, 48 h; Potency, µM (doses to about 9.22 µM), without a hit: at the highest dose activation of IL-2 secretion, actives largely listed as activators; 330,000 tested, under 10 active; AID 504894; further: % of control where 0% means no effect
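Readout: HTRF IL-2, Eu-cryptate/d2 antibody pair, 320nm excitation, 665nm emission. Stimulus: a-CD3 beads, no co-stimulation. Cells: primary human leukocytes. Exposure: 48 hr with compound.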
Eya2 inh = inhibitors of human Eya2 phosphatase activity; hit rate 0.006% among 330,000; AID 488837; O00167; Potency, µM (top dose mostly 76.9 µM), for inactives: top-dose activity, negative = inhibition, most hits filed as inhibitors; recombinant Eya2, OMFP fluorescence dephosphorylation (OMFP is methylfluorescein phosphate); further: potency means the concentration at half of the fitted maximal effect; on the % scale 0 is the no-effect control and ±100 the full control effect
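Eya2 (0.2 uM) preincubated 10 min at ambient with compound, then OMFP substrate added at 50 uM; 10 min reaction in 50 mM HEPES pH 7.5, 50 mM NaCl, 5 uM MgCl2, 0.05% BSA, 1 mM DTT. Fluorescence read at Ex 485/Em 525 nm.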
Tb PFK block = T. brucei PFK enzyme inhibition; O15648; T. brucei PFK, ADP-Glo luminescence; Potency, µM (doses to about 57.5 µM), without a hit: top-dose activity, negative = inhibition, usual class: inhibitors; hit rate 0.17% among 330,000; AID 485367;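 further: potency means the concentration at half of the fitted maximal effect; 0% = uninhibited 1x PFK enzyme wells and -100% = no-enzyme wells; nearly all actives have a fitted effect of over 60% in size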
Target sequence (O15648 whole entry, looked up): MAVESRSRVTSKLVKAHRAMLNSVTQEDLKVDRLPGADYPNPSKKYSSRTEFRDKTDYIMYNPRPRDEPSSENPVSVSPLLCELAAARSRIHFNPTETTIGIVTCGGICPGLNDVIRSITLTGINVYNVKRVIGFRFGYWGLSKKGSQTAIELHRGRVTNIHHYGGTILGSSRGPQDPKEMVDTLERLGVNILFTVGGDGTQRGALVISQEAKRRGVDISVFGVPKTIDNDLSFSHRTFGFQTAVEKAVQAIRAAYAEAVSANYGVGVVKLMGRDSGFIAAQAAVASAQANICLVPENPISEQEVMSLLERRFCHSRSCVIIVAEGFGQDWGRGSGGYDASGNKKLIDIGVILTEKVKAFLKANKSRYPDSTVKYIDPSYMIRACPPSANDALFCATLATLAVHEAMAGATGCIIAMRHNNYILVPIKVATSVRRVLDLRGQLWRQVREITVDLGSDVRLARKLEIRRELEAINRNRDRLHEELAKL
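1.25 nM PFK with 0.5 mM F6P and 0.1 mM ATP in 0.1 M TEA pH 8.0, 5 mM MgCl2, incubated 45 min at room temperature; ADP measured by ADP-Glo luminescence; compounds titrated up to 57 uM.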
TSHR antag = human thyrotropin receptor antagonism | P16473 | TSHR-expressing cells, TSH-stimulated cAMP HTRF, 2 h; hits give low values | activity change, negative = inhibition, % at 11.5 µM | hit rate 0.2% among 330,000 | AID 504810;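 active means activity change below a set negative limit, meaning inhibition stronger than a set level, cut at about -70% in these data; inconclusive means activity change between two set negative limits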; further: on the % scale 0 is the no-effect control and ±100 the full control effect
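Freshly harvested TSHR cells receive pin-tooled compound, then EC80 TSH at 4nM final. After 2 hours at 37 deg C, antibody in lysis buffer and cAMP-d2 are added; 30 minutes at ambient temperature precede the HTRF read.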
uPA generation = cell surface uPA generation inhibition. cell surface uPA generation assay, qHTS. Potency, µM (highest dose often 38.3 µM), without a hit: at the highest dose activity change, negative = inhibition, usual class: inhibitors. hit rate 0.31% among 330,000. AID 540303; active means well fitted inhibition curve with a large enough effect; inconclusive means small, poorly fitted or top-dose-only effect; inactive means no such curve, though single readings can be large or run the other way; tested in mouse RAW 264.7 cells; further: potency means the concentration at half of the fitted maximal effect; on the % scale 0 is the no-effect control and ±100 the full control effect; nearly all actives have a fitted effect of over 55% in size
ELG1 DNA repair = inhibitors of ELG1-dependent DNA repair in HEK293T cells; hit rate 2.3% among 330,000; Potency, µM (top dose mostly 46.1 µM), inactives show at the highest dose activity change, negative = inhibition, usual class: inhibitors; HEK293T ELG1-luciferase reporter, luminescence, 16 h; DNA damage induced by 5-fluorouridine; AID 504467; further: potency means the concentration at half of the fitted maximal effect; on the % scale 0 is the no-effect control and ±100 the full control effect; nearly all actives have a fitted effect of over 55% in size
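Luminescence from the luciferase reporter, measured 30 min after ONE-Glo reagent at room temperature, was the read-out. Beforehand, 2,000 cells per well were exposed for 16 hr at 37 °C to 5-fluorouridine together with compound or vehicle.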
* = called active by the depositor; ? = inconclusive; nt = no result given; [ ] = dose if it differs, or a comment. Unless noted, the call rests on the fitted dose curve; in most records, active means well fitted curve in the direction sought with a large enough effect; inconclusive means small, poorly fitted or top-dose-only effect, or another doubt; inactive means no such curve, though single readings can be large; an effect the other way counts as inactive or inconclusive.

| SMILES | Mito fusion act | BCR signal inh | Eya2 inh | TSG101-PTAP inh | TSHR antag | Tb PFK block | uPA generation | TCR activator | ELG1 DNA repair | B2AR arrestin | USP2a block |
| --- | --- | --- | --- | --- | --- | --- | --- | --- | --- | --- | --- |
| Fc1cccc(Cl)c1CSc1ccc(-c2cccnc2)nn1 | -1% | 0% | 2% | -4% | -16 | -1% | 3% | 2% | ? | 0.2% | 0% |
| CC1(NC(=O)CCc2ccccc2)CCN(CCCc2ccccc2)C1=O (configuration not stated) | 3% | -1% | 3% | -6% | -10 | -4% | 5% | 3% | 0% | 0.1% | 0% |
| O=C(/C=C/Nc1ccc(F)c(F)c1)c1ccc(Br)cc1 | 13% | ? | 6% | -2% | -5 | 0% | 3% | 6%[46.1 µM] | ? | -0.2% | 0% |
| Cc1ccc2nsnc2c1NC(=O)c1sc2ccccc2c1Cl | -2% | -5% | 8% | -4% | -3 | 0% | 2% | 1%[46.1 µM] | 14% | 0.2% | 7% |
| CCc1ccc(C(=O)COC(=O)c2cccs2)cc1 | 6% | ? | -2% | -10% | -3 | -4% | 16% | -5% | ? | 0.0% | 3% |
| CC(C)Oc1ccccc1/C=N/NC(=O)c1ccccc1Cl | 6% | ? | 6% | -8% | -1 | 1% | 3% | -2% | 5% | -0.7% | 9% |
| COc1cc2c(cc1OC)C(C)N(S(=O)(=O)c1ccc(C)cc1)CC2 (configuration not stated) | 0% | -13% | -3% | 4% | 2 | 1% | 2% | -5% | 2% | 0.5% | 1% |
| CCOc1ccc(/C=N/NC(=O)c2ccc(F)cc2)cc1CN1CC2CC(C1)c1cccc(=O)n1C2 (configuration not stated) | -9% | -11% | -20% | -6% | -28 | -1% | 13% | -5% | ? | 0.2% | -1% |
| CC(=O)NC(CC(=O)O)c1ccc([N+](=O)[O-])cc1 (configuration not stated) | -1% | -7% | -5% | -6% | 3 | 2% | -1% | -1% | 4% | -0.9% | -3% |
| O=C(O)/C=C/c1ccc2c(c1)OCCO2 | -4% | -2% | -10% | 3% | 30 | -16% | -2% | 3% | 24% | -1.1% | -4% |
| CCOC(=O)C1(CCc2ccccc2)CCN(C(=O)C2CCOCC2)CC1 | 4% | -12% | 3% | 2% | 2 | 0% | -3% | -5% | 7% | 3.4% | -2% |
| NS(=O)(=O)c1ccc(CNC(=O)c2cccc(Oc3ccccc3)c2)cc1 | 0% | ? | 3% | 2% | -7 | 5% | -8% | -9% | 6% | 0.0% | 3% |
| CCNS(=O)(=O)c1ccc(NC(=O)Cc2ccc(F)cc2)cc1 | -3% | -13% | 0% | -4% | 13 | ? | 6% | -1% | -1% | 0.3% | -1% |
| COc1ccc(Cn2c(O)c(C=Nc3ccccc3C(=O)O)c3ccccc3c2=O)cc1 | -1% | ? | -3% | -11% | -10 | -5% | 6% | -3% | 4.1µM* | -1.0% | -4% |
| CCOc1ccc(NC(=O)CCC(=O)Oc2ccc(C)cc2)cc1 | 8% | -5% | 12% | -5% | -3 | 2% | -3% | -3% | 23% | -0.6% | 2% |
| CCOC(=O)N1CCN(c2c(N3CCN(c4ccc(OC)cc4)CC3)c(=O)c2=O)CC1 | -5% | 3% | 17% | 0% | 10 | -8% | 0% | 7% | 0% | -1.7% | 4% |
| COc1ccc(OCCSc2ncc(CO)n2C)cc1 | 0% | ? | 3% | -2% | 1 | 0% | -1% | 7% | ? | -0.6% | 4% |
| CCOC(=O)Cc1cc(=O)[nH]c(/N=C(\N)Nc2ccc(C)c(C)c2)n1 | -2% | -1% | 1% | 0% | -20 | 3% | -2% | 6% | -21% | -1.1% | 0% |
| O=C1c2sc3nc4n(c(=O)c3c2CCC1Br)CCCCC4 (configuration not stated) | -13% | 20% | 0% | 0% | -2 | -1% | -5% | -2% | ? | 0.0% | -2% |
| CCCCn1c(N)c(N(CCC(C)C)C(=O)COC(=O)c2cccnc2OCC)c(=O)[nH]c1=O | 1% | 1% | -7% | -3% | -6 | 8% | 0% | -8% | 19% | 0.0% | 1% |
| COc1ccc(C(c2nnnn2C2CCCCC2)N2CCN(c3ccccc3)CC2)cc1 (configuration not stated) | 13% | 12% | -1% | nt | -3 | -1% | nt | nt | 4% | -0.4% | 1% |
| O=C(NC1=NCCS1)c1ccccc1 | 3% | 4% | 10% | 1% | -6 | -1% | -3% | 11% | ? | 0.0% | 2% |
| COc1ccc(Cl)cc1-n1c(C)ccc1C | 11% | -2% | -9% | -5% | -3 | -2% | -2% | -2%[46.1 µM] | -19% | -0.7% | 3% |
| CC(C)Oc1cccc(-c2cc(C(=O)N3CCN(S(C)(=O)=O)CC3)c3ccccc3n2)c1 | 11% | ? | -32% | -9% | 11 | 13% | -1% | -4% | ? | -0.1% | -2% |
| COc1cccc(CNC(=O)CCC2CCCN(Cc3cc(Cl)ccc3O)C2)c1 (configuration not stated) | 2% | ? | -10% | -3% | 14 | -2% | 3% | nt | 6% | -0.6% | 0% |
| CC(CCc1ccccc1)NC(=O)c1ccncc1 (configuration not stated) | -5% | 4% | 5% | -7% | -2 | -14% | 3% | -1% | -19% | -0.1% | -2% |
| O=[N+]([O-])c1ccc(-c2nc(-c3cccs3)c(-c3cccs3)[nH]2)cc1 | -2% | ? | -6% | 6% | -19 | -1% | 0% | -3% | 21µM* | -0.7% | -6% |
| COCCn1nnnc1C(c1ccc(OC)c(OC)c1)N1CCN(c2nc3ccccc3s2)CC1 (configuration not stated) | 0% | ? | 0% | 0% | 1 | ? | 1% | -10% | ? | -0.1% | 2% |
| Cc1cc(C)n(C2CC(=O)N(c3cccc(Cl)c3)C2=O)n1 (configuration not stated) | -5% | 8% | 4% | -12% | 1 | -6% | nt | -2% | -7% | 0.1% | 6% |
| CCN(CC)CCNC(=O)c1cc(-c2cccnc2)nc2ccc(S(=O)(=O)N3CCC(C)CC3)cc12 | 2% | -1% | -3% | -7% | 6 | -9% | 1% | 6% | 13% | 0.0% | 8% |
| O=C(Cn1nc(-c2ccc(Cl)cc2)ccc1=O)NCCN1CCOCC1 | -2% | 0% | 11% | 4% | -11 | 2% | 0% | -5% | 4% | 0.0% | -1% |
| Nc1nnnn1/N=C/c1ccc(Br)cc1 | 4% | 3% | 5% | 1% | -12 | 3% | -1% | nt | 1% | -0.2% | -1% |
| O=[N+]([O-])c1ccccc1CSc1ccccn1 | 2% | -12% | 12% | -5% | -15 | 0% | 4% | 0% | 3% | -0.4% | 0% |
| CCN(CC)CCN1C(=O)C(=O)/C(=C(/O)c2ccc(C)cc2)C1c1cccnc1 (configuration not stated) | 3% | -8% | -3% | -3% | 0 | -5% | -31% | 1% | 10% | -0.2% | 8% |
| Oc1ccccc1Nc1nc(NCc2ccccc2)c2ccccc2n1 | -11% | ? | -8% | 0% | -16 | 1% | nt | 2% | ? | -0.3% | -5% |
| COc1ccccc1/C=C/C(=O)OC(C)CN1CCOCC1 (configuration not stated) | 0% | ? | 10% | -2% | -2 | -3% | -1% | -3% | 9% | 0.2% | 0% |
| COc1ccc(C(=O)NC(=S)NNC(=O)c2cccnc2)cc1 | -6% | 2% | -4% | 0% | 2 | -2% | 0% | -2% | -26% | 0.2% | 1% |
| O=C1Nc2ccccc2C1=Nc1ccc(F)cc1 | -2% | -3% | -26% | -7% | 5 | -1% | 1% | 3% | -1% | -0.6% | 4% |

One compound at a time, as listed above. Order of screens: Mito fusion act | BCR signal inh | Eya2 inh | TSG101-PTAP inh | TSHR antag | Tb PFK block | uPA generation | TCR activator | ELG1 DNA repair | B2AR arrestin | USP2a block
Profile of `COc1ccccc1/C=C/C(=O)OC(C)CN1CCOCC1` (configuration not stated) → 0% | ? | 10% | -2% | -2 | -3% | -1% | -3% | 9% | 0.2% | 0%
Profile of `CC(CCc1ccccc1)NC(=O)c1ccncc1` (configuration not stated) → -5% | 4% | 5% | -7% | -2 | -14% | 3% | -1% | -19% | -0.1% | -2%
Profile of `CCN(CC)CCNC(=O)c1cc(-c2cccnc2)nc2ccc(S(=O)(=O)N3CCC(C)CC3)cc12` → 2% | -1% | -3% | -7% | 6 | -9% | 1% | 6% | 13% | 0.0% | 8%
